LEDGF integ inh = blockers of LEDGF/p75-dependent integrase strand transfer – biochemical, TR-FRET, high throughput, primary screen; HIV-1 integrase (with human LEDGF/p75); TR-FRET IN-LEDGF/p75 DNA integration, Eu/Cy5; inhibition, % at 3.7 µM; 0.64% of 370,000 active; AID 743269, 2014;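 active means inhibition above the screen-wide mean plus 3 SD, cut at about 13% in these data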;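 further: signal is the Cy5 over europium emission ratio at 671 and 618 nm; 0% = plate median of compound wells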
SIAE primary = human SIAE inhibitors, primary screen, biochemical, fluorescence polarization, FP-Rh probe, 1536-well HTS | 0.69% of 370,000 active | inhibition, % at 9.66 µM | SIAE FP-Rh probe binding | AID 1053197, 2014;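 active means inhibition above a cutoff: mean of compounds within the control limits plus 3 SD of those, cut at about 17% in these data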;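 further: 0% = plate median of compound wells and 100% = probe without SIAE protein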
Target sequence (Q9HAT2 whole entry, looked up): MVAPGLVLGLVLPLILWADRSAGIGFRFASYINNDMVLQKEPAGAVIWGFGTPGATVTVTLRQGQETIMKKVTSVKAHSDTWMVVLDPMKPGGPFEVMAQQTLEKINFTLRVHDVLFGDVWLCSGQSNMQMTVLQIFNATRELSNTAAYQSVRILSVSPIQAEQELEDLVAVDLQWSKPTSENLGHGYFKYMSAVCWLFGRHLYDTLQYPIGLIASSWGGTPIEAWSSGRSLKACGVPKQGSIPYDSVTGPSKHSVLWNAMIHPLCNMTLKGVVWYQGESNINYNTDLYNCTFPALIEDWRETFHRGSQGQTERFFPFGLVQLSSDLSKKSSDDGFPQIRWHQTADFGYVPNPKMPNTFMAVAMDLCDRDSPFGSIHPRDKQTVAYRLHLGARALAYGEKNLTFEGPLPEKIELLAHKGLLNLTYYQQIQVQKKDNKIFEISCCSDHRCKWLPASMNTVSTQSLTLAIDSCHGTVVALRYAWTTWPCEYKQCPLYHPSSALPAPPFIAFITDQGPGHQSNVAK
PRMT1 inh = PRMT1 methyltransferase inhibitors, primary screen, biochemical, fluorescence polarization; Protein arginine N-methyltransferase 1 (Homo sapiens), Q99873; recombinant PRMT1, activity-based probe fluorescence polarization; inhibition, % at 2.79 µM; AID 652257, 2013; 1.3% of 370,000 active;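 active means inhibition above about 21% made by adding two undisclosed values, limit read from the data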
HTRA1 inh = HTRA1 serine protease inhibitors, primary screen, biochemical, fluorescence polarization, HTS | recombinant HTRA1, FP-rhodamine activity-based probe | 0.5% of 340,000 active | Q92743 | inhibition, % at 5.96 µM; in the data active means inhibition above about 36%;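 further: 0% = enzyme with DMSO and 100% = wells lacking enzyme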
Target sequence (Q92743 whole entry, looked up): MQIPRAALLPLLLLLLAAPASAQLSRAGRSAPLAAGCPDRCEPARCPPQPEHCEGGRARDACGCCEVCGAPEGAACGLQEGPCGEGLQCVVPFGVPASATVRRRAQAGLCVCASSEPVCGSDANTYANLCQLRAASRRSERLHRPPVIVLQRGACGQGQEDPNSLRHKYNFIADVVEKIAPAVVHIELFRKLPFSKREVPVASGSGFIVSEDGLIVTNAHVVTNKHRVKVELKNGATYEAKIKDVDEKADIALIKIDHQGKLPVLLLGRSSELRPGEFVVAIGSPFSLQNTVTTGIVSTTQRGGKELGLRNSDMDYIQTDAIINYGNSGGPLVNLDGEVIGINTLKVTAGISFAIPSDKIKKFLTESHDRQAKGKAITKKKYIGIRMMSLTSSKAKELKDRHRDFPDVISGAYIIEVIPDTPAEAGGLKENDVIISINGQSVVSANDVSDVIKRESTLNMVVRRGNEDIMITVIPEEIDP
PG9 binder = binders of HIV-1 gp120 antibody PG9, primary screen, biochemical, TR-FRET. TR-FRET gp120-PG9 antibody binding. inhibition, % at 6.7 µM. 0.43% of 360,000 active. AID 624416, 2012; in the data active means inhibition above about 8.5%
UHRF1 binding = UHRF1 methylated DNA binding inhibitors, primary screen, counter-screen for MBD2 inhibitor project, biochemical, TR-FRET, human UHRF1, single concentration. E3 ubiquitin-protein ligase UHRF1 (Homo sapiens), Q96T88. UHRF1 binding to methylated oligo. inhibition, % at 4.4 µM. 0.75% of 370,000 active. AID 687016, 2013; in the data active means inhibition above about 21%;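 further: UHRF1 SRA domain binding a hemimethylated CpG hairpin DNA probe; 0% = median of test compound wells and 100% = reference inhibitor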
TCR-CD3 inh = inhibitors of human TCR-CD3 interaction, primary screen, biochemical, fluorescence, TAMRA-labeled TCR probe; T-cell receptor (TCR); inhibition, % at 9.4 µM; 0.37% of 360,000 active; AID 651800, 2012; in the data active means inhibition above about 19%;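 further: recombinant mutant TCR 2C K166C tagged with TAMRA read by polarization; 0% = receptor in buffer alone and 100% = receptor with positive control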
ABHD4 inh = ABHD4 inhibitors, primary screen, biochemical, fluorescence polarization, mouse; (Lyso)-N-acylphosphatidylethanolamine lipase (Mus musculus), Q8VD66; purified mABHD4, FP-Rh probe fluorescence polarization; inhibition, % at 8.92 µM; 0.54% of 370,000 active; AID 720543, 2013;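 active means inhibition exceeding the mean over every tested compound plus 3 SD, cut at about 30% in these data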;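 further: 0% = plate median of compound wells and 100% = S159A mutant with DMSO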
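Test system: mouse ABHD4 enzyme, wild type. Reagent: FP-Rh fluorescent activity-based probe, added after compound pre-incubation. Timing: pre-incubation 45 min, probe exposure 60 min, at 25 °C. Technique: FP readout, ex 525 nm / em 598 nm. Benchmarks: high control S159A mutant with DMSO, low control median of compound wells.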
Tn7 DDE FP = inhibitors of Tn7 peptide binding to fibrin DD(E), primary screen, biochemical, fluorescence polarization, human fibrin, Tn7 probe; inhibition, % at 8.3 µM; Fibrinogen beta chain (Homo sapiens), P02675; AID 720508, 2013; FP displacement of FITC-Tn7 peptide from fibrin DD(E); 0% = median of compound wells per plate; 0.13% of 370,000 active;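 active means inhibition above the mean of compounds falling within the control limits plus 3 SD of them, cut at about 14% in these data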;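 further: 0% = plate median of compound wells and 100% = 10 µM Aha-Tn7 peptide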
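Assay system: Human clot-derived fibrin DD(E) complex | Buffer or medium: Tris/NaCl/CaCl2 buffer, pH 7.8 | Repeats: One replicate per compound | Benchmarks: Aha-Tn7 high control | Measure: % inhibition scaled between sample-field median and high-control FP | Schedule: 10 min plus 3 h, room temperature | Signal: Fluorescence polarization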
TDP2 absorb = human TDP2 enzyme inhibitors, primary screen, biochemical, epi absorbance, recombinant enzyme | Tyrosyl-DNA phosphodiesterase 2 (Homo sapiens), O95551 | T5PNP hydrolysis, p-nitrophenol absorbance 415 nm | inhibition, % at 12.8 µM | 0.34% of 370,000 active | AID 720702, 2013;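 active means inhibition above the mean of all tested compounds plus 3 SD, set per campaign, cut at about 25% in these data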;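 further: 0% = DMSO with enzyme and 100% = buffer with substrate but no TDP2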
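System: recombinant human TDP2 / Amount: 120 nM TDP2 per well / Also added: 5 mM T5PNP chromogenic substrate / Doses: 12.8 µM single point, 1% DMSO / Incubation: 2 h at 37 °C / Detection: p-Nitrophenol epi absorbance / Evaluation: % inhibition relative to enzyme-containing and enzyme-free wells / Repeats: singlicate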
Numbers without * were called inactive; x = no result given.

SMILES	LEDGF integ inh	SIAE primary	PRMT1 inh	HTRA1 inh	PG9 binder	UHRF1 binding	TCR-CD3 inh	ABHD4 inh	Tn7 DDE FP	TDP2 absorb
O=S(=O)(NCc1ccco1)c1ccccc1Br	-1.8	19.7*	-0.5	-1.6	-3.5	-0.7	4.0	-4.9	-6.9	13.5
Cc1cc(C)c(C)c(S(=O)(=O)ON2C(=O)c3ccccc3C2=O)c1C	3.1	-4.1	5.1	1.7	0.0	-1.3	5.2	-0.7	-6.2	-1.8
CC(C)Oc1ccc(Cc2cnc(=S)[nH]c2N)cc1	-0.6	7.5	10.6	0.5	1.2	5.5	-0.5	2.1	4.6	-4.0
CCOc1ccccc1N1CCN(c2ncnc3scc(-c4ccc(OC)cc4)c23)CC1	1.1	-1.6	0.4	-15.7	-1.5	0.3	6.5	-2.1	-3.2	-5.5
Cc1sc(NC(=O)Cn2[nH]c(=O)c3ccccc3c2=O)nc1-c1ccccc1	-1.6	-27.4	0.9	-22.3	0.6	-1.4	1.2	-27.6	2.4	-5.3
O=C(Nc1ncccn1)C1CCCN1S(=O)(=O)c1ccc(Cl)c(Cl)c1 (centres undefined)	4.6	-4.8	-1.9	2.1	-2.4	1.8	-5.9	-3.5	-6.6	-17.9
Cc1[nH]c2ccccc2c1CN1CCC(CO)(Cc2ccccc2)CC1	-0.4	3.2	0.2	9.4	-2.8	0.6	5.4	-4.3	-3.5	2.4
Cc1ccccc1-n1nc2c(c1NC(=O)c1cccs1)CS(=O)(=O)C2	0.3	-1.4	1.1	2.8	-0.1	-1.7	6.9	2.5	-1.5	5.8
FC(F)(F)c1cccc(NC(=S)N(CCCN2CCCC2)Cc2cccn2Cc2ccc(Cl)cc2)c1	-2.5	-1.4	0.9	-16.8	-0.6	-0.6	1.9	12.3	4.3	-1.9
O=C(Nc1ccc(Cl)cc1)Nc1ccc(N2CCC(C(F)(F)F)CC2)nc1	3.4	5.8	2.7	10.8	0.9	0.9	0.5	6.5	-8.0	-22.2
CN(C(=O)C1CCCO1)C1CCS(=O)(=O)C1 (centres undefined)	3.8	3.5	2.5	6.8	-1.3	0.7	0.3	-0.1	-0.6	3.9
Cc1c(NC(=O)c2ccc(N(C)S(=O)(=O)c3ccccc3)cc2)c(=O)n(-c2ccccc2)n1C	0.8	3.5	-0.4	-1.2	1.1	0.4	-2.5	1.9	3.4	5.6
Cc1cc(-c2onc(C)c2C(N)=O)no1	2.0	2.4	-1.6	2.5	0.1	0.4	7.6	0.0	0.2	-0.7
CCn1nc(C)c(/C=N/NC(=O)c2ccoc2C)c1C	2.6	-15.4	-0.7	-0.4	-2.0	-2.3	6.2	1.4	1.0	-8.3
COc1ccc(S(=O)(=O)NCC2CCCN(C(=O)c3cccnc3)C2)cc1 (centres undefined)	1.2	5.7	-1.6	11.2	-0.2	-1.1	4.2	4.3	-3.6	22.8
O=C(CCNS(=O)(=O)c1cccc(C(F)(F)F)c1)NCc1ccco1	0.3	-0.1	-0.7	1.6	1.0	0.8	2.4	1.4	4.2	4.5
C=C(C)c1ccc(C(C)(C)NC(=O)NCc2ccco2)cc1	0.4	3.9	0.1	0.4	0.3	1.7	-0.2	-3.5	8.6	-6.8
CC(=O)c1c(C)[nH]c(C(=O)OCC(=O)c2ccc(Br)cc2)c1C	-1.5	-1.5	-4.8	-15.1	-0.8	1.8	0.0	-9.6	-13.7	-6.5
Cc1ccccc1-n1c(SCC(=O)c2c(N)n(C)c(=O)n(C)c2=O)nnc1-c1cccnc1	-0.3	0.1	0.4	3.7	-2.1	-0.7	-3.9	-5.6	-0.9	7.8
CCc1ccc(-n2c(SCC(=O)NC3CCS(=O)(=O)C3)nc3ccccc3c2=O)cc1 (centres undefined)	0.2	-4.7	0.4	-3.6	-1.6	-1.4	0.6	3.7	2.2	6.3
O=c1[nH][nH]c(-c2ccccc2)c1C=Nc1ccc(Cl)cc1	0.2	15.7	-1.0	4.3	0.5	-5.9	2.1	-1.8	5.6	0.4
COc1ccc(NC(=O)COC(=O)c2c(-c3ccccc3)noc2C)cc1	-0.4	5.5	-2.1	-4.8	1.7	5.4	1.5	-2.7	-3.4	0.4
CN1[C@@H](Cc2ccccc2)COc2cc(N3CCCC3)ccc2S1(=O)=O	-2.9	7.0	-2.5	x	x	-1.1	x	5.0	-4.3	0.6
COC(=O)c1cc(NC(=O)c2cccc([N+](=O)[O-])c2C)ccc1Cl	1.9	-5.9	2.9	-13.7	0.3	-0.3	-0.3	0.0	1.9	3.0
O=C(CN1C(=O)C(=O)N(C2CCCC2)C1=O)Nc1ccc(F)cc1F	0.3	0.5	0.2	0.4	-3.4	-0.8	8.9	3.2	-0.1	5.6
Cc1cccc(NC(=O)CSc2nc3nc(C)cc(C)c3c(=O)[nH]2)c1	3.3	9.2	-1.8	8.8	-1.7	0.9	4.9	-2.6	2.7	-0.8
O=C(/C=N/O)NCCN1CCCCC1	-4.9	3.4	-4.3	-2.0	-2.2	1.8	-2.7	0.9	-4.1	-9.3
Cc1ccc(C(=O)NCC(=O)OCC(=O)c2ccccc2)s1	-4.2	0.9	5.2	7.9	-1.1	2.9	-3.5	-11.9	6.5	-3.8
Cc1nc(N2CCCCC2C)c2nnn(Cc3ccccc3)c2n1 (centres undefined)	-1.2	-2.7	-3.8	x	x	-0.9	x	0.0	8.2	-0.5
CCc1ccc(Nc2cnn(-c3nc4ccccc4s3)c(=O)c2Cl)cc1	1.6	-11.4	-0.2	-125.0	1.5	7.1	7.1	4.1	1.7	1.1
Cc1c(CC(=O)NCC(=O)NCC(=O)O)c(=O)oc2cc3oc4c(c3cc12)CCCC4	-2.0	10.2	-3.6	10.1	-1.9	-0.1	5.8	7.9	-3.0	10.4
O=C(NC1CCCC(C(F)(F)F)C1)c1ccc([N+](=O)[O-])o1 (centres undefined)	5.8	-0.9	0.8	10.8	-2.5	-0.1	9.0	-0.3	-6.7	2.6
CCCN1C(=O)c2[nH]nc(-c3ccccc3)c2C1c1ccc(C)cc1 (centres undefined)	4.8	-8.3	0.4	x	-1.4	-3.4	7.0	-29.3	2.1	1.9
Cc1cccc(OCCCC(=O)Nc2ccc(N3CCCCC3)cc2)c1C	-2.3	1.5	1.9	7.9	0.2	1.3	3.2	1.8	-4.3	-3.1
CCc1ccc2c(c1)cc(CN(C(=S)Nc1cccc(C)c1)C1CC1)c1nnnn12	0.9	5.3	0.7	2.4	2.8	5.5	-0.9	-0.5	-1.8	1.7
O=C(NCc1cccnc1)c1ccc(S(=O)(=O)N2CCCCC2)cc1	-2.6	-9.4	2.0	-2.2	-0.6	4.5	6.5	3.3	0.3	-7.3
COc1cccc(C(=O)OCC(=O)N2CCc3ccccc3C2)c1	-1.9	-0.9	-2.6	-3.0	1.7	-4.1	4.1	-1.2	0.8	4.0
O=C(Nc1cccc(Cl)c1)c1nc[nH]c1C(=O)Nc1ccccc1F	0.8	-8.6	-3.2	-8.8	-0.2	-0.3	4.2	-8.2	-2.0	-5.2
Cc1ccc(S(=O)(=O)Nc2ccc(NC(=O)c3cccnc3)cc2)cc1	6.0	-3.5	-5.2	-3.3	0.6	0.3	3.1	4.2	-5.3	6.8
CC(C)CNC(=O)COc1ccc(Sc2ccc(OCC(=O)NCC(C)C)cc2)cc1	-1.2	2.3	-0.2	-3.3	1.1	-2.6	-4.2	12.7	0.1	7.2

4 consecutive compounds out of the list so far, for reference:
SMILES	LEDGF integ inh	SIAE primary	PRMT1 inh	HTRA1 inh	PG9 binder	UHRF1 binding	TCR-CD3 inh	ABHD4 inh	Tn7 DDE FP	TDP2 absorb
COc1cccc(C(=O)OCC(=O)N2CCc3ccccc3C2)c1	-1.9	-0.9	-2.6	-3.0	1.7	-4.1	4.1	-1.2	0.8	4.0
O=C(Nc1cccc(Cl)c1)c1nc[nH]c1C(=O)Nc1ccccc1F	0.8	-8.6	-3.2	-8.8	-0.2	-0.3	4.2	-8.2	-2.0	-5.2
Cc1ccc(S(=O)(=O)Nc2ccc(NC(=O)c3cccnc3)cc2)cc1	6.0	-3.5	-5.2	-3.3	0.6	0.3	3.1	4.2	-5.3	6.8
CC(C)CNC(=O)COc1ccc(Sc2ccc(OCC(=O)NCC(C)C)cc2)cc1	-1.2	2.3	-0.2	-3.3	1.1	-2.6	-4.2	12.7	0.1	7.2

Remaining list, next part:
SMILES	LEDGF integ inh	SIAE primary	PRMT1 inh	HTRA1 inh	PG9 binder	UHRF1 binding	TCR-CD3 inh	ABHD4 inh	Tn7 DDE FP	TDP2 absorb
Cc1ccccc1NC(=S)N(CCN(C)C)C(C)c1ccco1 (centres undefined)	-6.2	-4.0	1.1	3.4	-1.5	1.3	-11.4	1.2	3.5	-4.1
Cc1nc(-c2ccc(Cl)cc2)sc1C1(C)CC(c2ccccc2Br)=NO1 (centres undefined)	2.8	-6.2	-0.1	-19.8	-2.2	4.3	-9.4	-11.2	-2.2	-17.6
CCC(C)NC(=O)CN1C(=O)NC2NC(=O)NC21 (centres undefined)	-0.4	-3.0	-2.3	0.8	0.2	-0.4	10.2	1.0	1.4	-0.7
O=C(Cc1ccc(Cl)cc1Cl)Nc1cccc(S(=O)(=O)Nc2ccccc2F)c1	-2.2	-13.7	21.0	-26.8	0.7	2.5	-8.6	-3.9	-6.9	-6.2
CC[C@H](C)[C@H](NC(N)=O)C(=O)Nc1ccccc1F	2.5	6.3	-2.6	-2.6	-2.4	0.3	8.0	3.2	-5.2	-5.7
COC(=O)c1ccccc1NC(=O)COc1ccc2c(c1)OCO2	0.2	3.9	1.1	-0.8	9.2*	1.8	-3.5	-7.5	0.6	-3.0
O=C(CCN1C(=O)/C(=C\c2cccs2)SC1=S)NC1=NCCS1	1.5	-2.7	6.4	6.6	-4.0	-9.7	-3.4	4.0	2.2	-2.0
Cc1ccn(CCC(=O)O)n1	2.2	-0.9	6.4	-6.0	0.7	-0.2	1.5	2.6	-3.6	-0.4
COCCNC(=S)NNc1ccccc1[N+](=O)[O-]	-1.4	5.2	4.2	16.2	-0.6	-0.4	0.1	16.5	2.2	-4.8
Cc1ccc(N2CCN(c3ccc(C)cc3)C2c2cccnc2)cc1	-0.5	6.0	1.7	12.7	-0.2	2.6	-3.3	-3.6	7.5	-6.1
C[n+]1cccc(O)c1SCc1ccccc1	-4.1	1.6	4.8	-0.9	-1.2	-4.3	3.8	-0.3	0.6	4.3

Screens as filed in PubChem.
